Growth percent in the NCI-60 one-dose screen (48 h, 10 µM unless noted): 100 = growth as untreated, 0 = no growth, -100 = all killed.
UACC-62: UACC-62 melanoma; 81,000 compounds, 5.4% hits
SK-MEL-5: SK-MEL-5 melanoma; 80,000 compounds, 6.4% hits; AID 1794755
SK-MEL-2: SK-MEL-2 melanoma. 77,000 compounds, 4.7% hits. AID 1794763
LOX IMVI: LOX IMVI melanoma; 79,000 compounds, 7.4% hits
SK-MEL-28: SK-MEL-28 melanoma; 81,000 compounds, 4.1% hits; AID 1794761
UACC-257: UACC-257 melanoma; AID 1794764; 78,000 compounds, 4.4% hits
MALME-3M: MALME-3M melanoma | 78,000 compounds, 5.8% hits | AID 1794766
MDA-MB-435: MDA-MB-435 melanoma; 82,000 compounds, 7.8% hits; AID 1794794
* = called active by the depositor; x = no result given; & = joins results of further samples; [ ] = dose if it differs, or a comment. How the source made its calls: active means growth percent below 10; inactive means the rest.

Value order: UACC-62	SK-MEL-5	SK-MEL-2	LOX IMVI	SK-MEL-28	UACC-257	MALME-3M	MDA-MB-435
#1 CN(C)CSCCO
    102	x	120	107	113	99	112	84
#2 CC(=O)C1CC(CC(=O)O)C1(C)C (configuration not stated)
    88&106	94&102	110&110	99&97	103&105	85&70	100&118	102&104
#3 COC(=O)c1nc(N)nc(C(=O)OC)c1C(=O)c1ccc(N2CCN(c3ccc(C(=O)c4c(C(=O)OC)nc(N)nc4C(=O)OC)cc3)CC2)cc1
    107	109	110	112	114	107	106	106
#4 N=C(N)c1ccc(N=NNc2ccc(C(=N)N)cc2)cc1
    86	78	x	95	91	105	92	101
#5 Oc1cc(/C=C/c2nc(N3CCOCC3)c3cc(Cl)c(Cl)cc3n2)cc(O)c1O
    99	90	102	106	109	100	107	106
#6 C/C(=C/c1ccccc1)OC(=O)c1ccccc1
    96	111	109	92	111	98	128	103
#7 Cc1cc(N2CCCCC2)nc(N2CCN(CC(=O)Nc3ccc4c(ccn4Cc4ccccc4)c3)CC2)n1
    56	58	66	61	74	71	70	78
#8 Cc1cccc(-c2ccccc2Oc2ccc3nnc(Cl)n3n2)c1
    97	99	105	94	107	99	94	105
#9 N#CC1=C(N)ONC1c1cc(=O)oc2ccc(Cl)cc12 (configuration not stated)
    99	108	90	94	100	107	89	111
#10 CC1(C)N=C(N)N=C(N)N1c1ccc(CCc2ccccc2)c(Cl)c1
    23	0.7*	35	13	30	3.1*	43	16
#11 Cn1ncc2c(N(CCO)CCO)ncnc21
    104	99	103	95	112	107	107	100
#12 CO[C@@H]1[C@H](O)c2coc3c2[C@@](C)(c2ccc4c(c2C3=O)CCC4=O)[C@@H]1O
    72	95	90	88	111	x	106	95
#13 COc1ccc(-c2ccc(C)n2-c2ccc(OC)cc2)cc1
    61	76	79	71	97	74	91	74
#14 COc1ccc(/C=C\c2cc(OC)c(OC)c(OC)c2)c(NS(=O)(=O)c2ccc(C(C)(C)C)cc2)c1O
    39	-19*	-2.0*	17	54	66	108	-17*
#15 O=C1OC(c2ccc(O)cc2)(c2ccccc2O)c2ccccc21 (configuration not stated)
    95	105	98	94	117	91	x	113
#16 O=C1C=C(C(Cl)(Cl)Cl)OC(=O)C1
    61	87	93	98	103	100	91	98
#17 O=C1/C(=C/c2ccco2)CC/C1=C\c1ccco1
    102	100	99	91	106	90	112	111
#18 COc1cc(C)cc(OC)c1O
    108	119	104	97	125	105	125	102
#19 COc1cc(OC)cc(C(=O)Nc2ccc(CN3CCc4nc5cc(OC)c(OC)cc5cc43)cc2)c1
    92	99	104	100	104	96	92	97
#20 Cc1ccc(C(=O)c2sc3nc4c(cc3c2N)CCCC4)cc1
    77	87	83	96	88	87	60	19
#21 O=c1[nH]nc(-c2ccccc2I)c(=O)[nH]1
    93	94	88	99	110	97	96	100
#22 O=[N+]([O-])c1ccc(/C=N/c2nnc(-c3ccncc3)o2)cc1
    91	104	109	85	112	104	105	99
#23 C=C(CCCCCCCCC)CC(=O)SCCNC(=O)CCNC(=O)C(O)C(C)(C)COP(=O)(O)OP(=O)(O)OCC1OC(n2cnc3c(N)ncnc32)C(O)C1OP(=O)(O)O (configuration not stated)
    103	100	137	92	115	110	118	102
#24 Cc1nc(-c2ccccc2-n2cccc2)no1
    94	98	x	98	97	105	96	89
#25 CCOC(=O)C(Cc1ccc([N+](=O)[O-])cc1)(NC(C)=O)C(=O)OCC
    102	103	80	94	108	90	108	98
#26 NC(=O)SCC(=O)Nc1ccc(-c2ccc(NC(=O)CSC(N)=O)cc2)cc1
    104	102	90	82	113	111	95	106
#27 CCN(CC)CCCNc1ccc2ccncc2c1
    107	99	98	103	123	96	117	120
#28 O=C(N/N=C/c1ccc2c(c1)OCO2)c1cnn2c1NC(c1ccccc1)C2 (configuration not stated)
    33	37	50	26	72	72	55	3.1*
#29 CCCc1ccc(O)c(OC)c1
    100	100	103	92	106	93	110	104
#30 Nc1nc(=S)cc(Nc2cccc(Cl)c2)[nH]1
    94	102	90	102	111	96	110	101
#31 CCOC(=O)C=C1C=CN(CC(=O)c2ccc(Br)cc2)C=C1
    105	105	106	91	101	101	109	102
#32 C=Cc1cc2oc3ccccc3c(=O)c2c(O)c1-c1cc(OC)c2cc(CCC)n(C)c(=O)c2c1O
    81	95	104	93	103	98	86	104
#33 O=C(CCCl)c1ccc(Oc2ccccc2)cc1
    73	76	94	92	102	95	100	93
#34 CNC(=O)c1cc(Oc2ccc3c(c2)sc2nc(-c4ccc(Cl)cc4)cn23)ccn1
    85	87	116	87	104	x	73	98
#35 CC(=O)NC(NC(C)=O)c1cccnc1
    x	105	106	96	103	120	x	101
#36 ClCc1cccc(CSc2ncnc3nc[nH]c23)c1
    91	88	100	64	104	85	90	72
#37 O=C(CC(CC(=O)c1ccccc1)c1ccccn1)c1ccccc1
    87	95	106	94	110	105	91	x
#38 O=C(OCCOCCO)N(c1cccc(Br)c1)c1nc(SCCN2CCOCC2)nc2c1cnn2CC(Cl)c1ccc(Br)cc1 (configuration not stated)
    -59*	34	-60*	-93*	-44*	2.3*	-29*	9.7*
#39 COc1ccccc1NC(=O)OCC12COCN1COC2
    100	99	x	107	108	90	103	102
#40 CCN(CC)CCC(O)(Cc1ccccc1)C(C(=O)O)c1ccccc1 (configuration not stated)
    99	100	101	102	108	103	105	102
#41 NC(N)=NS(=O)(=O)c1ccc(N=Nc2c(N)n[nH]c2N)cc1
    101	99	110	98	111	104	102	102
#42 Nc1cccc2[nH]c(=O)c3ccccc3c12
    104	94	x	87	97	108	112	109
#43 COc1ccc(/C=C/C(=O)Nc2ccc(Cl)cc2)cc1OC
    46	85	87	51	109	84	107	92
#44 COc1cc(/C=C2\CCCC3=C2NC(N)=NC3c2cc(OC)c(OC)c(OC)c2)cc(OC)c1OC (configuration not stated)
    -41*	-96*	-0.8*	-47*	25	-31*	-43*	-18*
#45 Clc1ccc2sc3ncc(-c4ccc(Br)cc4)n3c2c1
    94	99	102	99	103	106	101	106
#46 COc1ccc(N=c2nc3sc4cc(Cl)ccc4n3c(N)c2C#N)cc1
    69	15	59	83	46	62	77	100
#47 CCOc1ccc(NC(=O)N(c2ccnc3ccccc23)C(C)CCCN(CC)CC)cc1 (configuration not stated)
    101	105	103	98	103	107	102	111
#48 O=C(NCCCCCCNC(=O)c1c2c(nc3ccccc13)-c1cccnc1SC2)c1c2c(nc3ccccc13)-c1cccnc1SC2
    12	84	5.3*	79	28	17	-17*	57
#49 Cc1nc2c3c(ncn2n1)Oc1c(c(=O)n(C)c2ccccc12)C3c1ccc(Cl)cc1 (configuration not stated)
    94	98	101	95	113	99	99	99
#50 O=C(Nc1nc(C(=O)N2CCN(C(c3ccccc3)c3ccccc3)CC2)cs1)c1ccc(NCCc2ccccc2)c([N+](=O)[O-])c1
    67[5.5 µM]	87[5.5 µM]	79[5.5 µM]	x	92[5.5 µM]	91[5.5 µM]	94[5.5 µM]	88[5.5 µM]
#51 COc1ccc2c(c1)c(-c1nonc1-c1cn(C3O[C@H](COC(C)=O)[C@@H](OC(C)=O)[C@H](OC(C)=O)[C@H]3OC(C)=O)c3ccc(OC)cc13)cn2C1O[C@H](COC(C)=O)[C@@H](OC(C)=O)[C@H](OC(C)=O)[C@H]1OC(C)=O (some centres not stated)
    87	105	103	97	110	94	98	108
#52 Cn1c(=O)c2[nH]c(C(F)(F)C(F)(F)C(F)(F)F)nc2n(C)c1=O
    100	99	96	94	110	98	104	106
#53 CCc1cc2c(cc1C(=O)CBr)C(C)(C)CCC2(C)C
    95	91	103	98	101	107	128	113
#54 C[C@@]1(CCO)C[C@H]1/C=C/c1ccccc1
    99	94	109	95	108	110	92	105
#55 C/C(=N/NC(N)=S)c1sc(Nc2ccc(Cl)cc2)nc1C
    98	100	100	101	104	102	96	93
#56 N#Cc1c(-c2ccc(Cl)cc2)n2c(nc1=O)SC(=O)C2=O
    103	99	111	102	109	105	99	102
#57 COc1cc2oc(-c3ccc(NC(=O)c4cccc(Br)c4)cc3)cc(=O)c2c(O)c1OC
    91	102	94	108	101	101	103	95
#58 CCCCn1c(O)c(N=Nc2nc(-c3cc4ccccc4oc3=O)cs2)c2ccccc21
    92	105	91	92	102	115	104	104
#59 O=C(NN1C(=O)CSC12CCC(c1ccccc1)CC2)C1CC1 (configuration not stated)
    98	115	101	100	117	115	100	90
#60 CCOc1ccc(N=C=S)cc1
    110	99	105	98	109	88	102	92

Further records.
Value order: UACC-62	SK-MEL-5	SK-MEL-2	LOX IMVI	SK-MEL-28	UACC-257	MALME-3M	MDA-MB-435
#61 Cc1ccc(C(=O)C(C)(CCC#N)CCC#N)o1
    106	103	110	94	103	106	102	105
#62 COc1cccc(C2C3=C(COC3=O)N(CCO)c3cc4c(cc32)CCC4)c1 (configuration not stated)
    8.1*	-16*	37	15	47	32	57	-33*
#63 O=C(OCCCl)c1ccco1
    101	101	99	100	105	99	96	93
#64 O=C(Nc1ccc(-n2ccc3c(NC(=O)c4ccccc4)ncnc32)cc1)c1ccc(Cl)c(Cl)c1
    87	69	111	56	108	105	105	99
#65 COc1ccc2c(c1)/C(=C\c1c(-c3ccc(C)cc3)nc3sc(-c4cc(OC)c(OC)c(OC)c4)nn13)C(=O)N2
    70	86	82	78	93	100	84	97
#66 Cc1nn(-c2nc3ccccc3[nH]2)c2c1C(c1ccc(OCc3ccccc3Cl)cc1)CC(=O)N2 (configuration not stated)
    94	90	71	80	99	x	87	94
#67 Nc1c(N=Nc2ccc(-c3ccc(N=Nc4c(S(=O)(=O)O)cc5cc(S(=O)(=O)O)c(N=Nc6ccccc6)c(O)c5c4N)cc3)cc2)ccc2c(S(=O)(=O)O)cccc12
    106	111	103	102	115	99	105	109
#68 CNC(=O)c1cc(Oc2ccc3nc(NC(=O)NCCCN4CCCC4)sc3c2)ccn1
    106	92	109	81	118	95	107	89
#69 CCCC(OC(=O)CCl)C(CC)COC(=O)CCl (configuration not stated)
    104	106	101	104	102	102	105	103
#70 CCCC(=O)N1CCCC1=O
    97	100	104	106	105	103	101	104
#71 CC(C)c1nc(-c2cccc(O)c2)c(-c2ccnc(NCCCNS(=O)(=O)c3ccc(Cl)cc3)c2)s1
    48	78	84	49	61	74	57	41
#72 COc1ccc(OC)c(NC=O)c1
    100	110	116	100	115	102	107	104
#73 O=Cc1cccc(OCc2ccccc2)c1
    96	98	103	103	107	81	95	100

Entries 57–70, reprinted for reference:
Value order: UACC-62	SK-MEL-5	SK-MEL-2	LOX IMVI	SK-MEL-28	UACC-257	MALME-3M	MDA-MB-435
#57 COc1cc2oc(-c3ccc(NC(=O)c4cccc(Br)c4)cc3)cc(=O)c2c(O)c1OC
    91	102	94	108	101	101	103	95
#58 CCCCn1c(O)c(N=Nc2nc(-c3cc4ccccc4oc3=O)cs2)c2ccccc21
    92	105	91	92	102	115	104	104
#59 O=C(NN1C(=O)CSC12CCC(c1ccccc1)CC2)C1CC1 (configuration not stated)
    98	115	101	100	117	115	100	90
#60 CCOc1ccc(N=C=S)cc1
    110	99	105	98	109	88	102	92
#61 Cc1ccc(C(=O)C(C)(CCC#N)CCC#N)o1
    106	103	110	94	103	106	102	105
#62 COc1cccc(C2C3=C(COC3=O)N(CCO)c3cc4c(cc32)CCC4)c1 (configuration not stated)
    8.1*	-16*	37	15	47	32	57	-33*
#63 O=C(OCCCl)c1ccco1
    101	101	99	100	105	99	96	93
#64 O=C(Nc1ccc(-n2ccc3c(NC(=O)c4ccccc4)ncnc32)cc1)c1ccc(Cl)c(Cl)c1
    87	69	111	56	108	105	105	99
#65 COc1ccc2c(c1)/C(=C\c1c(-c3ccc(C)cc3)nc3sc(-c4cc(OC)c(OC)c(OC)c4)nn13)C(=O)N2
    70	86	82	78	93	100	84	97
#66 Cc1nn(-c2nc3ccccc3[nH]2)c2c1C(c1ccc(OCc3ccccc3Cl)cc1)CC(=O)N2 (configuration not stated)
    94	90	71	80	99	x	87	94
#67 Nc1c(N=Nc2ccc(-c3ccc(N=Nc4c(S(=O)(=O)O)cc5cc(S(=O)(=O)O)c(N=Nc6ccccc6)c(O)c5c4N)cc3)cc2)ccc2c(S(=O)(=O)O)cccc12
    106	111	103	102	115	99	105	109
#68 CNC(=O)c1cc(Oc2ccc3nc(NC(=O)NCCCN4CCCC4)sc3c2)ccn1
    106	92	109	81	118	95	107	89
#69 CCCC(OC(=O)CCl)C(CC)COC(=O)CCl (configuration not stated)
    104	106	101	104	102	102	105	103
#70 CCCC(=O)N1CCCC1=O
    97	100	104	106	105	103	101	104
